# High-throughput results deposited in PubChem BioAssay by The Scripps Research Institute Molecular Screening Center.
# V1aR counter: agonists of human V1a receptor, primary screen, counter-screen for OXTR agonist project, fluorescence, CHO-V1R cells | activation, % at 3 µM | AID 2797, 2010 | 320,000 tested, 0.25% active | Fluo-8 calcium fluorescence, agonist mode; 0% DMSO, 100% 3 nM vasopressin | Vasopressin V1a receptor (Homo sapiens), P37288;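 active = activation above the mean activation of all tested compounds plus 3 SD, per screening run, cut at about 20% in these data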;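 note: signal is peak over basal fluorescence ratio across a 100 second FLIPR read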
# CHO-K1 Ca antag: M1 antagonist counterscreen hit in parental CHO-K1 cells. ATP-induced calcium, Fluo-8 fluorescence. inhibition, % at 3 µM. 360,000 tested, 0.6% active;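 active = inhibition above a per-plate cutoff, the plate's mean sample inhibition plus 3 SD, cut at about 24% in these data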;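 note: 0% = DMSO plus EC80 ATP and 100% = DMSO alone without ATP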
# CHRM1 agonist: human M1 muscarinic receptor agonists, primary screen, Fluo-8 calcium fluorescence, CHO-K1 cells, HTS; CHO-K1 hM1, agonist mode; 0% DMSO, 100% acetylcholine EC100; 360,000 tested, 0.33% active; AID 588814, 2011; activation, % at 3 µM; Muscarinic acetylcholine receptor M1 (Homo sapiens), P11229;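 active = activation above the run's mean compound activation plus 3 SD, cut at about 16% in these data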;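 note: peak over basal fluorescence ratio within a 140 s kinetic read after compound addition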
# TAAR1 antagonist: human TAAR1 antagonists, primary screen, Fluo-8 calcium fluorescence, CHO RD-HGA16 cells; Trace amine-associated receptor 1 (Homo sapiens), Q96RJ0; antagonist; inhibition, % at 3 µM; 360,000 tested, 1.5% active; AID 624466, 2012;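 active = inhibition above a per-plate cutoff, the mean inhibition of test compounds on that plate plus 3 SD, cut at about 49% in these data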;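 note: 0% = DMSO plus EC80 beta-PEA response and 100% = DMSO alone without agonist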
# Target sequence (Q96RJ0 whole entry, looked up): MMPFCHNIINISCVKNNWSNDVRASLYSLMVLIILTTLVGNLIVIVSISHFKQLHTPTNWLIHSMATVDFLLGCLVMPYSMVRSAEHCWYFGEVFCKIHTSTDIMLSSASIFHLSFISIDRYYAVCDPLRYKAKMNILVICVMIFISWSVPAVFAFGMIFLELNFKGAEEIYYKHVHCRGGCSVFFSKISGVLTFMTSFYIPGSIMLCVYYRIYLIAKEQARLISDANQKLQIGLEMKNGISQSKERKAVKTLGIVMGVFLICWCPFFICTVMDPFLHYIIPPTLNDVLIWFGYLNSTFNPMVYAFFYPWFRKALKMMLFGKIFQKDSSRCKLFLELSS
#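 Assay system: CHO-derived RD-HGA16 cells stably expressing human TAAR1 plus Gα16. Timing: 140 s kinetic read after compound, 140 s after agonist. Technique: kinetic Fluo-8 calcium fluorescence measurement. Measure: % inhibition of agonist calcium response.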
# M1 ag parental: counter-screen for M1 agonists: effect in parental CHO-K1 cells. 360,000 tested, 0.48% active. activation, % at 3 µM. Fluo-8 calcium fluorescence; scaled to maximal ATP response, vehicle zero. AID 602248, 2012; in the data active = activation above about 15%;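 note: untransfected CHO-K1 host cells lacking M1 receptor as counterscreen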
# CHO parental Ca: ATP-evoked calcium signal inhibitors, parental CHO, primary screen, counter-screen for OX1R antagonist project, cell-based, fluorescence, Fluo-8 calcium dye; parental CHO-K1, ATP-induced calcium, Fluo-8 fluorescence; inhibition, % at 5.6 µM; 330,000 tested, 0.63% active; AID 463079, 2010;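 active = inhibition above that plate's mean sample inhibition plus 3 SD, cut at about 26% in these data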;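 note: 0% = ATP-challenged DMSO wells and 100% = DMSO wells without ATP; some compounds past the cut are filed as inactive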
#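 Assay system: untransfected parental CHO cell line. Also added: ATP agonist challenge. Dosing: one dose, 5.6 µM nominal. Measured by: Fluo-8 fluorescence. Read-out: % inhibition. Benchmarks: ATP wells versus no-ATP DMSO wells. Repeats: no replicates.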
# OXTR potentiate: human OXTR potentiators, primary screen, fluorescence, CHO-OTR cells, Fluo-8 calcium | Oxytocin receptor (Homo sapiens), P30559 | Fluo-8 calcium fluorescence, potentiator mode; 0% = oxytocin EC15, 100% = EC100 | activation, % at 3 µM | 320,000 tested, 0.061% active | AID 2445, 2010;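 active = activation above that plate's cutoff, the mean activation of tested compounds plus 3 SD, cut at about 6.6% in these data, passing the limit was not always enough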;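 note: 100% uses oxytocin at 75 nM as the full agonist control; some results filed as inactive read as strong as hits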
# Target sequence (P30559 whole entry, looked up): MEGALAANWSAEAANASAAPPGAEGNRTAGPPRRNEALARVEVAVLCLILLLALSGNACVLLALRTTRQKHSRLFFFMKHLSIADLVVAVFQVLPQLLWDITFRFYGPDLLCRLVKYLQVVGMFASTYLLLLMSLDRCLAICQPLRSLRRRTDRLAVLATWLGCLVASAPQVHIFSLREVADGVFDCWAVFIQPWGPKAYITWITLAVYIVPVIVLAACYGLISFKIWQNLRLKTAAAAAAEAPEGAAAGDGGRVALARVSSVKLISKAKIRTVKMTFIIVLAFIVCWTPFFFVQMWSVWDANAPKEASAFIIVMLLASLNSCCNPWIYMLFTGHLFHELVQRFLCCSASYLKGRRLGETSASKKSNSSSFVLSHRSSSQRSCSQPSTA
#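 System: human OTR in CHO cells / Also added: sub-maximal oxytocin, roughly EC15 / Control set: EC15 oxytocin low, 75 nM oxytocin high / Schedule: 6 min compound pre-incubation at room temperature, 100 s kinetic read / Compound: single-point 3.0 µM / Replication: singlicate / Technique: Fluo-8 calcium dye fluorescence / Read-out basis: % activation of max/min ratio relative to oxytocin controls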
# TAAR1 agonist: human TAAR1 agonists, primary screen, Fluo-8 calcium fluorescence, CHO RD-HGA16 cells; Trace amine-associated receptor 1 (Homo sapiens), Q96RJ0; vehicle wells 0%, saturating PEA agonist 100%; activation, % at 3 µM; 360,000 tested, 0.99% active;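 active = activation above the mean activation of all test compounds in the run plus 3 SD, cut at about 38% in these data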
#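 System: CHO-derived RD-HGA16 cells with stable Gα16 and human TAAR1 / Times: 17-24 h plating, Fluo-8 75 min 37 °C, 30 min RT / Technique: calcium-sensitive Fluo-8 signal, excitation 470-495, emission 515-575 nm / Measure: % activation relative to PEA EC100 response / Benchmarks: DMSO and PEA EC100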
# CHO-K1 Ca PAM: nonselective calcium activators in parental CHO-K1 cells, primary screen, counter-screen for M1 PAM project, cell-based, Fluo-8 calcium fluorescence, full deck, 1536-well. ATP EC20; 0% at ATP EC20, 100% at ATP max. activation, % at 3 µM. 360,000 tested, 0.02% active;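 active = activation above the run cutoff, the mean activation of all test compounds plus 3 SD, cut at about 40% in these data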;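 note: peak over basal fluorescence ratio in a 140 s read after ATP addition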
# * hit, by the source's call; . = no result given.
SMILES,V1aR counter,CHO-K1 Ca antag,CHRM1 agonist,TAAR1 antagonist,M1 ag parental,CHO parental Ca,OXTR potentiate,TAAR1 agonist,CHO-K1 Ca PAM
O=C(NCc1cccnc1)c1cccc2c1C(=O)N(Cc1cccnc1)C2,0.6,-2,-2,1,0.3,-21,-1,1,10
Cn1c(=O)c2c(nc(NCc3ccc4c(c3)OCO4)n2Cc2ccccc2F)n(C)c1=O,-1.4,-14,-4,25,0.2,-7,0,10,16
O=C(Cn1cc(C(F)(F)F)ccc1=O)N1CCCc2ccccc21,1.1,-7,-1,-16,0.4,-16,1,5,10
CCCC1(C(=O)OCC)NC(c2ccc(O)cc2)C2C(=O)N(c3cccc(C(C)=O)c3)C(=O)C21 (configuration not stated),2.2,3,5,-5,0.8,2,-5,7,11
CCC1CCCCN1CC(=O)Nc1cc(OC)c(OC)cc1C#N (configuration not stated),.,-6,-7,-5,1.1,.,.,1,26
Cc1cccc(NC(=O)CNC(=O)CN2C(=O)NC3(CCCc4ccccc43)C2=O)c1C (configuration not stated),-0.7,-1,-4,-21,0.7,2,-5,3,1
CC1CCCCC1NC(=O)c1ccc(NC2=NC3CS(=O)(=O)CC3S2)cc1 (configuration not stated),0.7,-12,-2,-29,-0.2,1,-1,1,14
C/C(=N\NC(=O)C(C)Sc1ccccc1)c1ccc([N+](=O)[O-])cc1 (configuration not stated),1.8,14,-4,-4,-0.2,-11,-6,3,-24
CCOc1ccc(-n2c(C)cc(/C=N\NC(=O)CC(=O)NC3CCCCC3)c2C)cc1,2.1,-3,-9,57*,4.2,-13,-8,0,15
CC(C)Cc1ccc(C(C)C(N)=Nc2ccc(O)cc2)cc1 (configuration not stated),2.2,-11,-7,10,2.7,-1,-5,7,12
COc1cc(OC)cc(-c2c(C#Cc3ccsc3)c3cc(-c4cccc5[nH]cc(C=O)c45)ccc3n2C)c1,1.0,21,10,18,1.6,6,-9,2,-22
O=C(CSc1nnc(SCc2ccc(Cl)cc2)s1)N1CCN(C(=O)c2ccco2)CC1,2.3,-9,-1,-1,0.5,-4,-12,5,19
Cc1cc(C)c(S(=O)(=O)N2CCC(C(=O)NCc3ccncc3)CC2)c(C)c1,-0.1,1,-3,-8,1.9,-13,0,1,4
CC(C)S(=O)(=O)N1CCCC(c2cc(C(=O)NCc3cccnc3)no2)C1 (configuration not stated),.,-10,-2,-9,0.0,.,.,1,4
Cc1ccc(NC(=O)N/C=C/c2ccco2)cc1C,-0.5,-3,-2,8,0.4,-3,-1,2,23
CCCOc1ccccc1C1CC(=O)Nc2cc3c(cc21)OCO3 (configuration not stated),4.7,18,1,24,0.8,12,-16,26,14
O=C(O)c1cccc(N2C(=O)/C(=C/c3ccc(SCc4ccc(Cl)cc4)o3)SC2=S)c1,.,-14,-2,9,1.2,.,.,5,13
CCSc1nc2ccccc2n1C(=O)/C=C/c1ccc(OC)c(OC)c1,-0.8,-9,-7,-4,0.7,-34,-6,4,18
Cc1cc(C)cc(N(C(C)C(=O)NC2CCCC2)S(C)(=O)=O)c1 (configuration not stated),-0.3,2,-4,9,0.0,-10,1,22,9
CC1CC(C)CN(S(=O)(=O)N2CCCC(C(=O)NC(C)c3ccccc3)C2)C1 (configuration not stated),0.8,7,-9,-4,0.2,-16,3,3,-3
C/C(=N\NC(=S)NCCc1ccccc1)c1ccc(C#N)cc1,0.8,-1,-6,-13,0.5,9,-12,37,15
Cc1ccccc1NC(=S)N1CCCC(c2nc3ccccc3[nH]2)C1 (configuration not stated),0.1,-7,-5,8,1.6,-20,-10,14,17
Cc1ccc(NC(=O)Nc2cccs2)cc1,4.8,7,1,23,2.8,-7,-3,29,6
CCCn1c(CC)nc([N+](=O)[O-])c1Sc1ncn[nH]1,.,-6,1,-14,-0.1,.,.,0,16
CC(NC(=O)c1cc(S(=O)(=O)N(C)C)ccc1Cl)C1CC2CCC1C2 (configuration not stated),2.9,-5,-4,-5,0.3,-20,-10,4,-8
CC(=O)c1ccc(OCc2ccccc2)c(C)c1O,-0.9,-11,-4,20,0.0,-22,-5,2,6
O=C(Nc1ccc(SC(F)F)cc1)c1ccc2nccnc2c1,8.1,-1,-3,48,17*,52*,-9,11,-11
O=C(N/C=C/n1cnc2cc(C(F)(F)F)ccc21)c1ccc(F)cc1,.,0,0,-28,1.0,.,.,7,18
COC(=O)CSc1nc2sc3c(c2c(=O)n1-c1ccc(OC)cc1)CCN(C)C3,.,-1,-9,8,0.4,.,.,4,4
CCC(=O)N1CCc2cc(Br)cc(S(=O)(=O)CCC(=O)N(CC)CC)c21,-0.3,-4,2,-3,10,13,-3,0,18
Cc1cc(Cl)ccc1NS(=O)(=O)c1c(C)[nH]c(=O)[nH]c1=O,.,-9,-3,-2,-0.3,.,.,4,15
O=C(COC(=O)C1CCN(S(=O)(=O)c2cccc3cccnc23)CC1)c1ccc([N+](=O)[O-])cc1,1.9,2,0,26,4.5,-4,-10,9,10
CCOc1ccc(NC(=O)CN(C)C(=O)CCCOc2ccc(Br)cc2)cc1OCC,-0.3,1,-3,9,5.0,-34,-10,4,16
CC(=O)Nc1ccc(S(=O)(=O)Nn2cnnc2)cc1,0.7,2,-4,-9,0.1,-8,-2,6,5
CC(C)(C)c1ccc(C(=O)NCC(=O)OCC(=O)Nc2ccc3c(c2)OCCO3)cc1,0.3,1,-7,-1,1.0,4,-15,3,5
COCCn1c(=O)[nH]c(=O)c2c(C(F)(F)F)cc(-c3cccs3)nc21,0.7,-6,-5,5,0.9,5,-9,2,18
O=C(COC(=O)Cn1cnc2ccccc2c1=O)Nc1ccccc1OC(F)F,-0.4,-2,-2,-4,-0.3,-10,-1,2,8
CC1=C(C(=O)Nc2ccccc2)C(c2coc3ccccc3c2=O)C2=C(CCCC2=O)N1 (configuration not stated),0.1,-8,-2,-19,1.7,-19,6,11,20
CCOC(=O)N1CCN(C(=O)CSc2nc3ccccc3c(=O)n2-c2ccccc2)CC1,-0.5,-3,-3,-7,2.3,-28,3,9,16
O=C(CC(NC(=O)c1ccccc1Cl)c1ccccc1)NCCc1ccc(Cl)cc1 (configuration not stated),0.7,-3,-3,-17,0.1,-4,-7,0,16
COc1cc(CCCN2CCNC[C@@H]2c2ccccc2)cc(OC)c1OC,7.9,9,3,8,-0.2,-17,5,2,-21
O=C(c1cc(-c2ccccc2Cl)nc2ccccc12)N1CCN(c2ccccn2)CC1,0.1,-21,-2,.,1.1,-7,-2,.,21
CCOc1ccc(N2C(=O)C3Sc4[nH]c(=O)sc4C(/C=C/c4ccccc4)C3C2=O)cc1 (configuration not stated),2.7,1,-7,-17,0.5,-12,1,0,12
CN(CCc1ccccc1)C(=O)c1ccc(NC(=O)Cc2ccc(NC(=O)C3CCN(C(=O)CCc4ccccc4)CC3)cc2)cc1,.,-11,-5,-10,1.4,.,.,3,18
Cc1ccc(CNC(=O)C2CC(=O)OC23CCCC3)c(C)c1 (configuration not stated),4.4,-2,-1,-9,0.4,-10,-8,2,-5
COc1ccc(/C=C/C(=O)c2cc(Cl)ccc2O)c(OC)c1,-0.9,-12,-4,-14,1.3,-27,-5,1,11
COC(=O)C[C@H]1C[C@H]2c3cc(NC(=O)C4CCOCC4)ccc3O[C@H]2[C@H](CO)O1,.,12,0,15,-0.6,.,.,3,-1
O=C(CSc1nnc(Nc2ccccc2F)s1)NC1CCS(=O)(=O)C1 (configuration not stated),0.0,2,2,10,-0.1,-1,-1,-1,8

# Nine successive compounds out of the list so far, quoted:
SMILES,V1aR counter,CHO-K1 Ca antag,CHRM1 agonist,TAAR1 antagonist,M1 ag parental,CHO parental Ca,OXTR potentiate,TAAR1 agonist,CHO-K1 Ca PAM
Cc1cc(Cl)ccc1NS(=O)(=O)c1c(C)[nH]c(=O)[nH]c1=O,.,-9,-3,-2,-0.3,.,.,4,15
O=C(COC(=O)C1CCN(S(=O)(=O)c2cccc3cccnc23)CC1)c1ccc([N+](=O)[O-])cc1,1.9,2,0,26,4.5,-4,-10,9,10
CCOc1ccc(NC(=O)CN(C)C(=O)CCCOc2ccc(Br)cc2)cc1OCC,-0.3,1,-3,9,5.0,-34,-10,4,16
CC(=O)Nc1ccc(S(=O)(=O)Nn2cnnc2)cc1,0.7,2,-4,-9,0.1,-8,-2,6,5
CC(C)(C)c1ccc(C(=O)NCC(=O)OCC(=O)Nc2ccc3c(c2)OCCO3)cc1,0.3,1,-7,-1,1.0,4,-15,3,5
COCCn1c(=O)[nH]c(=O)c2c(C(F)(F)F)cc(-c3cccs3)nc21,0.7,-6,-5,5,0.9,5,-9,2,18
O=C(COC(=O)Cn1cnc2ccccc2c1=O)Nc1ccccc1OC(F)F,-0.4,-2,-2,-4,-0.3,-10,-1,2,8
CC1=C(C(=O)Nc2ccccc2)C(c2coc3ccccc3c2=O)C2=C(CCCC2=O)N1 (configuration not stated),0.1,-8,-2,-19,1.7,-19,6,11,20
CCOC(=O)N1CCN(C(=O)CSc2nc3ccccc3c(=O)n2-c2ccccc2)CC1,-0.5,-3,-3,-7,2.3,-28,3,9,16
